# High-throughput results as filed in PubChem BioAssay.
# HSP90 inh: HSP90 refolding inhibition in rabbit reticulocyte lysate. 0.91% of 290,000 active. inhibition, % at 5.6 µM. luciferase refolding luminescence, 3 h;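 active = inhibition above the screen-wide mean plus 3 SD, computed separately per campaign, cut at about 16% in these data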;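 note: 0% = DMSO wells and 100% = 60 µM geldanamycin wells; inhibitors lower the luminescence because luciferase stays unfolded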
# PolyA inhibitor: yeast polyadenylation inhibition; calls only at 12 µM; AID 1875; 0.02% of 300,000 active; S. cerevisiae SKY197-pL101 polyadenylation reporter, beta-gal luminescence; efflux-impaired pdr1/pdr3 knockout yeast; score 100 = 6 SD above DMSO;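 active = lowest replicate activity score at least 50, where 100 means six control SD above control mean; inconclusive = lowest score under 50 but half or more replicates reach 50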;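 note: yeast exposed to compound for 9 h at 30 °C; higher score means more reporter readthrough which indicates perturbed polyadenylation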
# GSK3 alpha inh: human GSK-3 alpha kinase inhibition | ADP-Glo luminescence, 60 min | inhibition, % at 10 µM | 0.1% of 320,000 active | AID 2650 | P49840;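 in the data active = inhibition above about 50%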;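 note: GST-tagged GSK-3 alpha with peptide substrate and 25 µM ATP; 0% = DMSO neutral wells and 100% = GW8510 positive control wells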
# Target sequence (P49840 whole entry, looked up): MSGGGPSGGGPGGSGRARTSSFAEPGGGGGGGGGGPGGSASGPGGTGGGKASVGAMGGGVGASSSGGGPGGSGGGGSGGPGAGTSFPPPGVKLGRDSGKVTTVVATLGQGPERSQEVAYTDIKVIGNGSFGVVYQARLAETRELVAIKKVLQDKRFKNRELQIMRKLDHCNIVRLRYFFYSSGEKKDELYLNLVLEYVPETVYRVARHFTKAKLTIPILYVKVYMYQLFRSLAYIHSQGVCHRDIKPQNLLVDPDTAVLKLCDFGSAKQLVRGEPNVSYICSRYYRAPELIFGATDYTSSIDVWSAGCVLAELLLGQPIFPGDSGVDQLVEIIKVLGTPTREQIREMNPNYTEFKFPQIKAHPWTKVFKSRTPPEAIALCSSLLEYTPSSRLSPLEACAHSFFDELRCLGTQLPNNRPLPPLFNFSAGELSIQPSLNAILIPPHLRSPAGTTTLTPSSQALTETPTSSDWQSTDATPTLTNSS
# GSK3B inh: blocks human GSK3beta kinase activity. P49841. GST-GSK3beta kinase, ADP-Glo luminescence, 60 min; active compounds read low. activity score (negative = inhibition), % at 10 µM. 0.038% of 300,000 active. AID 2097;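 active = more than half of replicate wells score below -50%, meaning over 50% inhibition versus plate controls; inconclusive = some replicates but at most half score below -50%; inactive = no replicate scores below -50%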;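 note: 0% = median DMSO wells and -100% = median GW8510 positive control wells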
# Target sequence (P49841 whole entry, looked up): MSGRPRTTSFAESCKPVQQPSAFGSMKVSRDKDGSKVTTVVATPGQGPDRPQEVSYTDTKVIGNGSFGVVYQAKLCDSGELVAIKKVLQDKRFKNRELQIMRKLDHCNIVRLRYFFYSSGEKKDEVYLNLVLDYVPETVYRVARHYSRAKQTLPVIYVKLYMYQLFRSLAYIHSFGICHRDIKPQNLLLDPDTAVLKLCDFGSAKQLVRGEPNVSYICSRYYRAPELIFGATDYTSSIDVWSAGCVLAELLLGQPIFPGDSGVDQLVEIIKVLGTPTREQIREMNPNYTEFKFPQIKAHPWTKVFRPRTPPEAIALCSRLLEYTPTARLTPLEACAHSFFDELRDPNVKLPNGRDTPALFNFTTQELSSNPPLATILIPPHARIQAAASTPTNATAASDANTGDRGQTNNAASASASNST
#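 Test system: GST-fused GSK3beta enzyme, cell-free | Quantity: 1.6 ng GST-GSK3beta enzyme per well | Reagent: 25 µM ATP with peptide substrate | Schedule: 60 min enzyme reaction, room temperature | Signal: Luminescent ADP-Glo measurement of ADP formed | Read-out basis: Score relative to plate controls | Control set: DMSO and 20 µM GW8510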
# HSF1 inh: HSF1 inhibition; NIH3T3-HGL HSE-luciferase, MG132-induced, luminescence 8 h; active compounds read low; activity change, negative = inhibition, % at 7.5 µM (by protocol); 0.77% of 300,000 active;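 active = more than half of replicate wells show activity change below -50%, luminescence cut by over half; inconclusive = some wells, but at most half, below -50%; inactive = no replicate well below -50%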;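 note: luciferase reports HSF-1 transcriptional activity via heat shock element; 0% = median of DMSO wells and -100% = zero luminescence signal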
# aSyn UTR inh: 5' untranslated region of α-synuclein, MLPCN primary screen; alpha-synuclein 5'UTR reporter, inhibitor activity; inhibition, % (tested at 7.5 µM); AID 1813; 0.82% of 300,000 active; in the data active = inhibition above about 60%; inconclusive = no clear call, values can overlap the other calls;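 note: H4 neuroglioblastoma cells stably carrying SNCA 5'UTR luciferase fusion; 0% = DMSO wells and 100% = positive control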
# IEC-6 tox: IEC-6 cytotoxicity, counter-screen for KLF5 inhibitors | luminescence viability | inhibition, % at 5 µM | 0.78% of 290,000 active | AID 1825; in the data active = inhibition above about 22%;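 note: 0% = plate median of test compound wells and 100% = cytotoxic reference compound wells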
# HSF-1 act: increases HSF-1 driven luciferase reporter signal | NIH3T3-HGL HSF-1 luciferase reporter, MG132, 8 h; 100% = twice DMSO control signal | activation, % at 9 µM | 1.7% of 300,000 active | AID 504408;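 active = mean replicate activation of at least 50% with a set share of replicates each reaching 50%; inconclusive = only one of those two conditions met; inactive = mean below 50% and too few replicates reaching it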;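 note: 0% = median of the neutral control wells and 100% = twice that signal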
# AI-2 QS modul: modulates the Vibrio harveyi AI-2 quorum sensing system. Vibrio harveyi JMH597 AI-2 luminescence/OD600 ratio, 9 h; active compounds read low; strain lacks LuxN and CqsS sensors; 0 = neutral-control median. activity change, % at 7.5 µM. 0.4% of 300,000 active; in the data active = activity change below about -75%, passing the limit was not always enough; inconclusive = no clear call, values can overlap the other calls;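 note: luminescence divided by OD600 gain over 9 h not by final OD600 alone; inactives centre near 13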
# KLF5 inhibitor: kruppel-like factor 5 inhibition; inhibition, % at 5 µM; AID 1700; DLD-1 KLF5 promoter-luciferase reporter, luminescence; 0.23% of 290,000 active;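 active = inhibition above a per-plate limit of that plate's mean compound inhibition plus 3 SD, cut at about 60% in these data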;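 note: 0% = DMSO wells and 100% = LY294002 at 200 µM; higher means less KLF5 promoter-driven luciferase light; inactives centre near -14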
# Starred values were filed as active, the others as inactive; i = inactive; ? = inconclusive; . = not tested or not shown.
[1] CCCC(C(=O)NCc1ccco1)N(C(=O)CNS(=O)(=O)c1ccc(Cl)cc1)C1CCCC1 (stereo unspecified)
[2] COc1ccccc1CNc1nc(C)c(C(=O)N(C)C)s1
[3] CCOc1cccc(/C=C/c2ccc3cccc(O)c3n2)c1OC
[4] Cc1onc(-c2c(F)cccc2Cl)c1C(=O)N1CCCCC1
[5] Cc1ccc(C)c(CN2CCC(CNC(=O)Nc3cccc(Cl)c3C)CC2)c1
[6] N#C/C(=C\c1ccccc1)C(=O)Nc1nncs1
[7] O=C(CN1CCOCC1)Nc1ccc2c(c1)OCCO2
[8] Cc1ccc(C(C(=O)NCc2ccccc2)N(C(=O)c2ccccn2)c2ccccc2)o1 (stereo unspecified)
[9] COc1ccc(Br)cc1C(=O)Nc1cc(C)cc(C)c1
[10] Cc1cccnc1NC(=O)c1ccc(S(=O)(=O)NCc2ccco2)cc1
assay / compound,1,2,3,4,5,6,7,8,9,10
HSP90 inh,2,3,0,0,-3,-1,-1,-5,-4,.
PolyA inhibitor,i,i,i,i,i,i,i,i,i,i
GSK3 alpha inh,2,.,0,0,0,0,-1,0,-1,0
GSK3B inh,1,3,-2,1,-1,-1,-23,0,-3,-1
HSF1 inh,38,4,122,-3,-5,-3,2,5,-1,-2
aSyn UTR inh,9,4,-33,-11,3,-8,-44,-21,-62,0
IEC-6 tox,-3,-4,-2,-2,-9,-1,1,-9,1,.
HSF-1 act,?,11,143*,-1,0,-9,6,3,-2,-4
AI-2 QS modul,-8,8,48,13,6,8,31,12,-11,-3
KLF5 inhibitor,-11,-5,-55,-68,-5,-7,-65,-21,-9,.

[11] O=C(NC1CCCCC1)C(c1ccco1)N(C(=O)c1csnn1)c1cccc(F)c1 (stereo unspecified)
[12] CC(C)(C)OC(=O)N1CCC[C@H]1C(=O)Nc1ccc(Br)cc1
[13] C=CCNC(=O)C1CC(=O)N(c2ccc(OCC(=O)Nc3ccc(Cl)cc3)cc2)C1 (stereo unspecified)
[14] O=C(Cn1c(C(=O)N2CCN(C3CCCC3)CC2)cc2sccc21)c1ccccc1
[15] NC(=O)c1ccsc1NC(=O)CCS(=O)(=O)c1ccccc1
[16] CSC1=NSC2=NC(=O)/C(=C/c3coc4ccc(O)cc4c3=O)C(=N)N12
[17] COc1ccccc1CNC(=O)COc1cccc(-n2cnnn2)c1
[18] O=C(Cn1ncn2c(cc3sccc32)c1=O)NC1CCCC1
[19] Cc1c(Cc2ccccc2)c(=O)oc2c(O)c(O)ccc12
[20] Cc1ccc(/C=C/C(=O)NC(=S)N2CCN(C)CC2)cc1
assay / compound,11,12,13,14,15,16,17,18,19,20
HSP90 inh,3,1,0,-2,1,1,.,-2,-2,-3
PolyA inhibitor,i,i,i,i,i,.,i,i,i,i
GSK3 alpha inh,1,-1,-2,0,-2,16,-5,-1,.,2
GSK3B inh,0,0,1,0,3,-8,2,-3,4,2
HSF1 inh,-1,-1,-1,1,-9,2,-4,-7,17,-8
aSyn UTR inh,2,-27,1,34,-52,-39,9,-7,-23,-10
IEC-6 tox,4,-3,-8,1,3,-4,.,0,4,-10
HSF-1 act,-6,-3,3,6,1,22,21,-12,30,1
AI-2 QS modul,0,52,8,25,38,27,4,11,-18,11
KLF5 inhibitor,-28,-2,-12,-24,-21,-12,.,-22,-3,-21

[21] O=C(O)CNS(=O)(=O)c1cccc(Cl)c1
[22] CCCCCC(O)CCC(=O)NNC1=CC(=O)CC(C)(C)C1 (stereo unspecified)
[23] CCCCCCCCN1[C@@H](CC(=O)OCC)c2ccc(C(F)(F)F)cc2S1(=O)=O
[24] COc1cc(C2C(C(=O)c3cc4ccccc4o3)=C(O)C(=O)N2CCN2CCOCC2)ccc1OCCC(C)C (stereo unspecified)
[25] Cc1ccc(C(=O)N/C(=C\c2ccc(F)cc2)C(=O)NCCCn2ccnc2)cc1
[26] Cn1c(=O)c([N+](=O)[O-])c(NCc2ccc3c(c2)OCO3)c2ccccc21
[27] COc1ccc(CC(=O)N2CCN(c3ccc(F)cc3)CC2)cc1
[28] CS(=O)c1ccccc1O (stereo unspecified)
[29] O=C(Cc1ccc(S(=O)(=O)N2CCOCC2)s1)N1CCN(S(=O)(=O)c2cccc([N+](=O)[O-])c2)CC1
[30] COCCn1c(C)cc(C(=O)CN2C(=O)NC3(CCCCCCC3)C2=O)c1C
assay / compound,21,22,23,24,25,26,27,28,29,30
HSP90 inh,-4,3,.,0,-1,2,-5,0,.,-2
PolyA inhibitor,i,i,i,i,i,i,i,i,i,i
GSK3 alpha inh,-1,1,0,.,-3,-2,-1,-2,-4,1
GSK3B inh,-3,-1,4,0,0,-7,3,-4,-1,-1
HSF1 inh,-6,1,4,0,1,14,-3,-8,0,11
aSyn UTR inh,12,30,14,12,-33,3,4,13,14,-99
IEC-6 tox,-6,3,.,-4,2,8,-4,6,.,-2
HSF-1 act,-4,19,-8,7,-5,22,-7,-4,1,44
AI-2 QS modul,12,34,0,14,27,0,2,18,29,17
KLF5 inhibitor,8,11,.,-29,-20,-5,-13,-12,.,-82

# Some values from the entries so far:
# COc1ccc(CC(=O)N2CCN(c3ccc(F)cc3)CC2)cc1 – HSF-1 act = -7
# CCCCCC(O)CCC(=O)NNC1=CC(=O)CC(C)(C)C1 (stereo unspecified) – KLF5 inhibitor = 11

# 2 compounds picked at random from the list so far, as already listed:
[30] COCCn1c(C)cc(C(=O)CN2C(=O)NC3(CCCCCCC3)C2=O)c1C
[28] CS(=O)c1ccccc1O (stereo unspecified)
assay / compound,30,28
HSP90 inh,-2,0
PolyA inhibitor,i,i
GSK3 alpha inh,1,-2
GSK3B inh,-1,-4
HSF1 inh,11,-8
aSyn UTR inh,-99,13
IEC-6 tox,-2,6
HSF-1 act,44,-4
AI-2 QS modul,17,18
KLF5 inhibitor,-82,-12

# Following part:
[31] CN(C)C(CNC(=O)c1cccc(OC(F)F)c1)c1ccco1 (stereo unspecified)
[32] CCN1CCN(c2ccc(S(=O)(=O)N3CCOCC3)cc2NC(=O)/C=C/c2ccc(C)cc2)CC1
[33] CN1CCN(CCC(=O)N/N=C/c2ccccc2F)CC1
[34] C=CCN1C(=O)c2ccc(C(=O)N3CCN(S(=O)(=O)c4ccc(C(C)C)cc4)CC3)cc2C1=O
[35] Cc1cc(Cl)c2oc(C(=O)N(C)CC3CCOCC3)c(C)c2c1
[36] COc1ccc(CCNS(=O)(=O)c2c(N)n(C)c(=O)n(C)c2=O)cc1OC
[37] Cn1nc(C(=O)Nc2sccc2C(N)=O)ccc1=O
[38] O=C(COC(=O)c1ccccc1)Nc1cc(Cl)ccc1Oc1ccccc1
[39] Cc1c(C(=O)O)sc2ncn(C)c(=O)c12
[40] O=C(/C=C/c1ccc([N+](=O)[O-])cc1)N1CCN(Cc2ccccc2)CC1
assay / compound,31,32,33,34,35,36,37,38,39,40
HSP90 inh,0,.,3,.,-8,4,-1,1,0,3
PolyA inhibitor,i,i,i,i,i,i,i,i,i,i
GSK3 alpha inh,-1,-2,-3,-4,0,-2,3,-1,2,-1
GSK3B inh,0,1,4,-2,-2,-2,0,1,1,0
HSF1 inh,-17,-3,-7,5,23,-1,-1,-35,-6,-3
aSyn UTR inh,-27,-18,-4,1,-18,-10,-8,9,21,-1
IEC-6 tox,-2,.,-1,.,0,7,-1,9,4,3
HSF-1 act,5,-1,-14,3,29,15,1,-48,1,-2
AI-2 QS modul,10,10,24,28,6,13,4,3,17,-6
KLF5 inhibitor,-6,.,4,.,-46,-23,-34,-14,-17,-13

# Among those listed so far, these contain bromine.
[9] COc1ccc(Br)cc1C(=O)Nc1cc(C)cc(C)c1
[12] CC(C)(C)OC(=O)N1CCC[C@H]1C(=O)Nc1ccc(Br)cc1
assay / compound,9,12
HSP90 inh,-4,1
PolyA inhibitor,i,i
GSK3 alpha inh,-1,-1
GSK3B inh,-3,0
HSF1 inh,-1,-1
aSyn UTR inh,-62,-27
IEC-6 tox,1,-3
HSF-1 act,-2,-3
AI-2 QS modul,-11,52
KLF5 inhibitor,-9,-2

# (next part)
[41] Cc1ccc(C(=O)C2C(=O)c3ccccc3C2=O)cc1
[42] COc1ccc(-c2noc(-c3ccc(Br)o3)n2)cc1OC
[43] Cc1ccc(S(=O)(=O)N2CCC(=O)N(C(COCc3cccc(C(F)(F)F)c3)Cc3ccccc3)CC2)cc1 (stereo unspecified)
[44] COc1ccc(N(CC(=O)Nc2cccc3ccccc23)S(C)(=O)=O)c(OC)c1
[45] COc1ccc(C(CC(=O)O)NC(=O)C2CCCCC2)cc1 (stereo unspecified)
[46] O=C(COC(=O)CCC(=O)c1cccs1)NC(=O)c1ccc(OC(F)F)cc1
[47] COc1cc(/C=C(\C#N)c2ccccn2)ccc1OCC(=O)Nc1c(Cl)cccc1Cl
[48] CN1CCN(c2ccc([N+](=O)[O-])cc2S(=O)(=O)N2CCOCC2)CC1
[49] Cc1[nH]c(=S)sc1Cc1ccc(F)cc1
[50] O=C(c1ccc(F)cc1F)N1CCN(c2n[nH]c(=O)[nH]c2=O)CC1
assay / compound,41,42,43,44,45,46,47,48,49,50
HSP90 inh,0,3,1,-3,-1,1,-2,3,3,-5
PolyA inhibitor,i,i,i,i,i,i,.,i,i,i
GSK3 alpha inh,-1,-2,-2,-1,-2,1,-1,2,-2,-1
GSK3B inh,4,1,1,-2,-7,-5,.,-2,1,5
HSF1 inh,1,0,8,3,-1,-4,.,3,2,-5
aSyn UTR inh,-8,-97,29,23,3,11,.,-3,24,26
IEC-6 tox,2,2,4,4,-1,-7,-4,-3,-2,-1
HSF-1 act,18,9,-5,-12,-4,12,.,27,-5,8
AI-2 QS modul,35,16,14,10,15,19,.,11,-3,16
KLF5 inhibitor,-11,-28,-18,-2,17,-9,2,-22,-2,-10

[51] CCOC(=O)C(=O)Nc1sc(C(=O)N2CCOCC2)c(C)c1C#N
[52] Cc1cccc(N2C(=O)CC(Sc3nnc(C)s3)C2=O)c1 (stereo unspecified)
[53] CCN1C(=O)C(CC(=O)NC)N(NC(=O)c2ccccc2)C1=S (stereo unspecified)
[54] CN(CC(=O)Nc1ccc(Cl)c(C(F)(F)F)c1)C(=O)C1CC(=O)N(Cc2ccco2)C1 (stereo unspecified)
[55] O=C(CSc1nnc(-c2cnccn2)n1Cc1ccco1)c1ccc2ccccc2c1
assay / compound,51,52,53,54,55
HSP90 inh,4,-4,0,.,-1
PolyA inhibitor,i,i,i,i,i
GSK3 alpha inh,7,-2,-3,-2,-5
GSK3B inh,1,5,-3,1,0
HSF1 inh,.,-8,3,2,2
aSyn UTR inh,0,0,-1,12,15
IEC-6 tox,-8,-1,-1,.,-1
HSF-1 act,.,1,-6,-8,29
AI-2 QS modul,38,14,30,-4,18
KLF5 inhibitor,-30,-17,-2,.,2

# Some of the compounds tested (hit frequency here may not be typical).
